High-throughput results as filed in PubChem BioAssay.
Polio RdRp inh: poliovirus RdRp elongation inhibitors, primary screen, biochemical, fluorescence polarization, total intensity; poliovirus polymerase elongation; active compounds read low; % elongation, % (compound at 16.7 µg/mL); 150,000 tested, 0.66% active; in the data active = % elongation below about 90%; also: some results filed as inactive read as strong as hits
Target sequence (P03300 1749-2209 limits assumed): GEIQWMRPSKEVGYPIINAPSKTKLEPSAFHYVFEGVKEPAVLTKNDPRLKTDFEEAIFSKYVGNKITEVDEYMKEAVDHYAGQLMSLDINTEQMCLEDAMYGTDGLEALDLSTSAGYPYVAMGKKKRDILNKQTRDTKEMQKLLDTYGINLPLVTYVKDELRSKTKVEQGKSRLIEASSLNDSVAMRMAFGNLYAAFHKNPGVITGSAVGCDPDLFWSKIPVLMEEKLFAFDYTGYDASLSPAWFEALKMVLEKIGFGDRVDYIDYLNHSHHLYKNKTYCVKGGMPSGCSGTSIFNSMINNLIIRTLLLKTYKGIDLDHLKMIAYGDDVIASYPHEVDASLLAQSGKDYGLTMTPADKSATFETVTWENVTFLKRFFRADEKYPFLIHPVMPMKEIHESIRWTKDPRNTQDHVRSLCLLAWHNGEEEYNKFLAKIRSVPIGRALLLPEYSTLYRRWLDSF
Polio RdRp inh FP z-score: second read-out of Polio RdRp inh, no call of its own (marks repeat the call); z-score; measured here: FP z-score; hits read low
Active calls of the source: *. A portion of the library; count on the stated rates, not on these rows.

SMILES	Polio RdRp inh	Polio RdRp inh FP z-score
CC(=O)Nc1ccc(C(=O)COc2ncnc3sccc23)cc1	110	0.9
COc1cc2c(cc1OC)CN(C(=O)C1CCCN1S(=O)(=O)c1ccc(F)cc1)CC2 (stereo not given)	104	0.5
COc1ccccc1C(=O)Nc1ccccn1	103	0.1
CN1N=C(C(=O)Nc2nc(-c3ccccc3Cl)cs2)CCC1=O	91	-0.9
O=C(NN1C(=O)CCC1=O)C(O)c1ccccc1 (stereo not given)	101	0.1
CCC(C)N=Cc1c(O)n(-c2ccccc2)c(=O)[nH]c1=O (stereo not given)	96	-0.8
CN(Cc1ccccc1NCC(=O)Nc1ccc2c(c1)OCCO2)C1CCCCC1	102	-0.2
Cc1ccc(S(=O)(=O)Nc2cc3c(cc2NCc2ccccc2)n(C)c(=O)n3C)c(C)c1	107	0.7
O=C(Nc1ccccc1NC(=O)c1cccs1)c1ccc(C(F)(F)F)cc1	109	0.8
O=C(c1ccc(CS(=O)(=O)c2c(Cl)cccc2Cl)o1)N1CCN(c2ccccc2)CC1	106	0.1
CC(C)NC(=O)c1ccc(F)cc1	109	0.6
CN(Cc1ccccc1)S(=O)(=O)c1cc(Br)cc2c1N(C(=O)C1CC1)CC2	107	0.7
COc1ccc(NC(=S)NCCn2cc(Br)cn2)cc1OC	98	-1
COc1cc(OC)c(N(C)C(=O)c2cc3c(=O)oc4ccccc4c3s2)cc1Cl	105	0.1
NCC[C@@H](O)C(=O)N[C@@H]1C[C@H](N)[C@@H](O[C@H]2O[C@H](CN)[C@@H](O)[C@H](O)[C@H]2O)[C@H](O)[C@H]1O[C@H]1O[C@H](CO)[C@@H](O)[C@H](N)C1O (stereo not given in full)	100	0.1
CC(C)CN(C(=O)c1cccnc1)c1nnc(Cn2nnc3ccccc32)s1	102	0.2
CCNS(=O)(=O)c1cc(C)ccc1-n1cnnn1	98	-0.3
Cc1nnc(SCCCC(=O)c2ccc(C(C)(C)C)cc2)s1	106	0.9
O=C(NCCN1CCN(c2cccc(Cl)c2)CC1)c1nnc(-c2ccc(CN3CCc4ccccc4C3)cc2)o1	100	-0.1
CC(C)(C)N1COc2ccc3c4c(c(=O)oc3c2C1)CCCC4	102	-0.4
CCN(CC)/C(=N/S(=O)(=O)c1ccc(Cl)cc1)c1ccccc1	103	0.4
COc1cccc(C(=O)Nc2ccc3nc4n(c(=O)c3c2)CCCCC4)c1	112	1.8
CCN(CC)CCN=Cc1c(O)[nH]c(=O)[nH]c1=O	100	0
COc1ccccc1CCNC(=O)Cc1c(C)c2ccc(O)cc2oc1=O	108	0.3
O=C(O)C(C(=O)O)C12OC3C4C5CC(C6C5C3C61)C42 (stereo not given)	101	-0.1
O=C(NCCCO)C(=O)NCC(c1ccc2c(c1)OCO2)N1CCOCC1 (stereo not given)	99	-1.9
C=CCc1c(C)nc(OCC(=O)OCC)c(C#N)c1C	104	0
O=C(Nc1cccc(Br)c1)c1ccc(OC2CSC2)cc1	98	-0.3
Cc1cc(=O)oc2cc(OCC(=O)OC(C)C(=O)Nc3ccc(S(N)(=O)=O)cc3)ccc12 (stereo not given)	101	0
CC(c1ccc(S(N)(=O)=O)cc1)N(C)c1ncnc2sccc12 (stereo not given)	114	1.8
Cc1n[nH]c(=O)c2c(NC(=O)COC(=O)C3(c4ccc(Cl)cc4)CCC3)oc(C)c12	101	-0.3
Cc1ccc2oc(-c3ccc(Cl)c(NC(=O)c4ccc(-c5ccccc5[N+](=O)[O-])o4)c3)nc2c1	110	1.3
Cc1cc(N2CCN(c3cccc(C(F)(F)F)c3)CC2)n2nc(-c3ccccc3C)nc2n1	115	2.2
CCc1cc2c(NCCCN3CCOCC3)nc(C)nc2s1	103	0.2
Cc1cccn2c(=O)c3cc(C(=O)N4CCCCC4)sc3nc12	98	-0.3
CCOC(=O)c1c(-c2ccccc2)oc2cc(Br)c(OCC(N)=O)cc12	99	-0.6
CNC(=O)c1sc2nc(-c3ccccc3)cn2c1C	100	-0.6
CSc1ncccc1C(=O)OCC(=O)c1ccccc1	100	-0.3
COc1cccc2sc(=NC(=O)CC34CC5CC(CC(C5)C3)C4)n(C)c12	104	0.5
CCOc1ccc(C(=O)NCC(c2ccc3c(c2)OCO3)N2CCN(c3ccc(F)cc3)CC2)cc1 (stereo not given)	103	-1.1
CC(C)N1C(=O)/C(=C\c2ccc(C(F)(F)F)cc2)N(C)C1=S	104	0.2
CCc1ccc(C(=O)c2cn(CC(=O)Nc3ccc(OC)cc3OC)c3ccc(CC)cc3c2=O)cc1	105	-0.5
O=C(NC1CCCCC1)c1noc2c1CCCCC2	98	-1.8
CC(C)NC(=O)Cn1c(=O)cnc2ccccc21	106	0.3
CCOC(=O)C1CCN(C(=O)c2nn(-c3ccccc3)nc2C)CC1	104	0.9
COc1ccc(C2CC(=O)c3c(C)nc(N4CCN(C=O)CC4)nc3C2)c(OC)c1 (stereo not given)	108	0.9
CC1CN(C(=O)c2ccc(Br)o2)CC(C)O1 (stereo not given)	101	0.1
CSc1ccc(CNC2CN3CCC2CC3)cc1 (stereo not given)	100	-0.3
C=CCn1c(SCC(=O)/C(C#N)=C2\Sc3ccccc3N2C)nc2ccccc2c1=O	115	1.8
O=C1SCCc2c1n(Cc1ccccc1)c1ccccc21	106	0.7
COc1ccc(Cn2ccnc2SCC(=O)Nc2nc3ccccc3s2)cc1	108	0
Cc1nc(-c2ccc(S(=O)(=O)NCc3ccc(N(C)C)cc3)cc2)co1	102	-1.3
O=C1CC2(CCCC2)C(=O)N1c1ccc(I)cc1	102	-0.5
O=C(Nc1ccc(Br)cc1)c1ccc(Cl)c(S(=O)(=O)N2CCCCCC2)c1	107	0.7
COc1ccc(NC(=O)CN2C(=O)c3ccccc3Sc3ccc(C(=O)N4CCOCC4)cc32)c(OC)c1	104	-0.3
CN(Cc1nccn1C)c1ncnc2sc3c(c12)CCCC3	102	-0.3
CN(C)C(=O)c1cc(Br)ccc1Cl	101	0.4
O=C(c1ccc2c(c1)CCCC2)N1CCN(c2nc3ccc(F)cc3s2)CC1	113	1.6
Cc1ccc(N2C(=O)CC(N3CCN(c4cccc(C)c4C)CC3)C2=O)cc1Cl (stereo not given)	105	0.3
Cc1ccc(NC(=O)c2ccc3c(c2)NC(=O)c2ccccc2S3)c(Cl)c1	111	1.6

Shown with bars between the fields: 16 of the compounds above
mol | Polio RdRp inh | Polio RdRp inh FP z-score
CCc1ccc(C(=O)c2cn(CC(=O)Nc3ccc(OC)cc3OC)c3ccc(CC)cc3c2=O)cc1 | 105 | -0.5
O=C(NC1CCCCC1)c1noc2c1CCCCC2 | 98 | -1.8
CC(C)NC(=O)Cn1c(=O)cnc2ccccc21 | 106 | 0.3
CCOC(=O)C1CCN(C(=O)c2nn(-c3ccccc3)nc2C)CC1 | 104 | 0.9
COc1ccc(C2CC(=O)c3c(C)nc(N4CCN(C=O)CC4)nc3C2)c(OC)c1 (stereo not given) | 108 | 0.9
CC1CN(C(=O)c2ccc(Br)o2)CC(C)O1 (stereo not given) | 101 | 0.1
CSc1ccc(CNC2CN3CCC2CC3)cc1 (stereo not given) | 100 | -0.3
C=CCn1c(SCC(=O)/C(C#N)=C2\Sc3ccccc3N2C)nc2ccccc2c1=O | 115 | 1.8
O=C1SCCc2c1n(Cc1ccccc1)c1ccccc21 | 106 | 0.7
COc1ccc(Cn2ccnc2SCC(=O)Nc2nc3ccccc3s2)cc1 | 108 | 0
Cc1nc(-c2ccc(S(=O)(=O)NCc3ccc(N(C)C)cc3)cc2)co1 | 102 | -1.3
O=C1CC2(CCCC2)C(=O)N1c1ccc(I)cc1 | 102 | -0.5
O=C(Nc1ccc(Br)cc1)c1ccc(Cl)c(S(=O)(=O)N2CCCCCC2)c1 | 107 | 0.7
COc1ccc(NC(=O)CN2C(=O)c3ccccc3Sc3ccc(C(=O)N4CCOCC4)cc32)c(OC)c1 | 104 | -0.3
CN(Cc1nccn1C)c1ncnc2sc3c(c12)CCCC3 | 102 | -0.3
CN(C)C(=O)c1cc(Br)ccc1Cl | 101 | 0.4

Continued:
SMILES	Polio RdRp inh	Polio RdRp inh FP z-score
Cc1cccc(NC(=O)c2c(C)cc(C)nc2SCC(=O)Nc2c(C)cc(C)cc2C)c1	109	0.6
CN1C(=O)CC2(CC(=O)N(Cc3ccccc3)C2)C1=O (stereo not given)	98	-0.5
O=C(Nc1ccccn1)c1cc2c(s1)CCCC2	99	-1
Cc1cc(=O)n2[nH]c(C(=O)NCc3ccccc3)nc2n1	101	-0.2
COc1ccc(N2CC(=O)N(/N=C/c3ccc(N(C)C)cc3)C2=S)cc1	103	0.2
COc1ccc2nc3oc(C(=O)N(C)c4ccc(Cl)cc4)cc3cc2c1	109	0
CN1c2ccccc2C(=O)C(=C2SCCCS2)S1(=O)=O	102	-0.1
Cn1nnnc1-c1ccco1	103	-0.2
CCCCn1c(=O)c2oc3ccccc3c2n(Cc2ccccc2C)c1=O	111	0.8
CCOC(=O)CSc1nnc(CNC(=O)c2cccs2)n1C	101	0
Cc1cccc(N2CCN(Cc3nnc(-c4cccc(Br)c4)o3)CC2)c1C	105	0
Cc1cccc(OP(N)(N)=O)c1C	104	0.3
CCCCNC(=O)C1CCN(C(=O)c2cccc(Cl)c2)CC1	100	-0.1
CCOC(=O)c1[nH]c(C)c(CCC(=O)NCc2ccc(OC)cc2)c1C	105	-0.4
CS(=O)(=O)N(CCc1ccccc1)CC(=O)NCc1ccccc1	98	-0.5

The closing 2 records of the section above open the next one:
SMILES	Polio RdRp inh	Polio RdRp inh FP z-score
CCOC(=O)c1[nH]c(C)c(CCC(=O)NCc2ccc(OC)cc2)c1C	105	-0.4
CS(=O)(=O)N(CCc1ccccc1)CC(=O)NCc1ccccc1	98	-0.5
O=c1c2sc3ccccc3c2n(Cc2cccc(Cl)c2)c(=O)n1Cc1ccc(F)cc1	109	0.8
COc1ccc(-n2c(=O)c3c(c4cc(OC)ccc4n3C)n(Cc3cccc(OC)c3)c2=O)cc1	112	1.1
O=C(NCc1cccnc1)NC(=O)c1ccccc1	99	-1.2
S=C(c1c[nH]c2ccccc12)N1CCCC1	102	0.1
CCc1ccccc1NC(=O)Cn1c(=O)n(C(C)C)c(=O)c2oc3ccccc3c21	103	-0.7
Cc1ccc(C=Nn2nnnc2N)s1	101	-0.2
O=C(CCCc1c[nH]c2ccccc12)N1CCCCCC1	109	0.6
CC(C)c1nc2ccccn2c1NC1CCCCC1	105	1.1
N#Cc1nc2c(nc1C#N)-c1ccccc1C2=O	95	-2
CC1CCCCC1NC(=O)COC(=O)c1nc(Cl)ccc1Cl (stereo not given)	100	-0.5
O=C(CSCc1nc2scc(-c3cccs3)c2c(=O)[nH]1)Nc1nnc(C2CC2)s1	140	4.5
O=c1cc(O)c2ccccc2o1	98	-0.4
Nc1cc(OC(=O)c2ccccc2)nn1S(=O)(=O)c1ccccc1	101	-0.1
Cc1sc2ncnc(N(C)C)c2c1C	101	-0.4
O=C(COc1ncnc2ccccc12)NC(c1ccccc1)c1ccccc1	101	-0.1
COc1ccccc1C(=O)Nc1cccc(C(=O)OCc2cc(=O)n3nc(C)sc3n2)c1	104	-0.5
COc1ccc(C2C(C#N)=C(N)SC3C(=O)N(c4ccc(Br)cc4)C(=O)C32)cc1 (stereo not given)	77*	-4.4*
COc1ccc(N2CCN(Cc3nnc(-c4cccc(Br)c4)o3)CC2)cc1	107	0.7
CC(C)CCN(C(=O)Nc1ccccc1)C(C)c1cccs1 (stereo not given)	99	-0.7
CCCCCCOc1ccc(C2C(=O)N(C3CCCCC3)CC(=O)N2CCC)cc1 (stereo not given)	109	0
CCn1cc(SCC(=O)NCc2ccc3c(c2)OCO3)c2ccccc21	100	-0.3
CCOC(=O)c1c(C)n(-c2ccccc2)c2ccc(OC(=O)c3cccc(OC)c3OC)cc12	102	-0.1
Cc1ccc(C)c(OCC(=O)Nc2sc3c(c2C#N)CCCC3)c1C	103	-0.7
CCCCS(=O)(=O)c1oc(-c2cccs2)nc1S(=O)(=O)c1ccccc1	110	0.5
CCC(=O)Nc1nnc(-c2cccc(OC)c2)o1	102	0
Cc1c(CNC2CCCCC2)c(C(=O)O)c(C)n1Cc1cccc(Cl)c1	103	-0.6
O=C(CCN1CCCCC1)N1N=C(c2ccc(Cl)cc2)CC1c1ccco1 (stereo not given)	100	0
COc1cccc2c1Oc1ncccc1N(C(=O)Nc1ccc(F)c(Cl)c1)C2	112	0.9
CCc1nc(C)ccc1O	104	0.8
Cc1[nH]c(=O)c(C#N)cc1-c1ccncc1	100	0.3
COc1ccc(CCNC(=O)CCCn2c(=O)c3cccn3c3ccccc32)cc1OC	107	0.1
CCOC(=O)c1c(NC(=O)c2nc(S(C)(=O)=O)ncc2Cl)sc(C(C)=O)c1C	113	-0.1
COC(=O)N/N=C1\CC2CCC1(C)C2(C)C (stereo not given)	101	-0.2
CCNc1ccc(-c2nc(-c3ccncc3)no2)cc1[N+](=O)[O-]	101	-1.5
COc1ccc(-c2ccc(CCC(=O)O)n2CC(=O)Nc2cccc(C(F)(F)F)c2)cc1	102	-1.1
O=C(CCCOc1ccccc1)OCc1cc(=O)oc2cc(O)ccc12	104	0.3
COc1ccc(-c2nnc(SCC(=O)OC(C)C)o2)cc1	99	-0.4
Cc1nonc1NC(=O)C(C)Oc1ccc(F)cc1 (stereo not given)	103	0.3
COc1ccc(CN2CN=C(Nc3nc4ccccc4o3)NC2)cc1	100	-0.2
CCOc1ccc(N(CC)S(=O)(=O)N2CCCC(C(=O)NCc3ccc(SC)cc3)C2)cc1 (stereo not given)	104	-0.6
O=C(c1ccc(Cl)nc1)N1CCC(Cc2ccccc2)CC1	100	-0.7
Oc1ccc2ccccc2c1C=Nc1cccn2cc(-c3ccccc3)nc12	101	-0.1
CC(NC(=O)C1(c2cccs2)CCOCC1)c1ccccc1 (stereo not given)	103	-0.8
COc1ccc(CC(N)=O)cc1OC	100	0
CCOC(=O)C1CCN(c2ncnc3c2nnn3C)CC1	96	-2.3
O=C(CCSCc1cnn(-c2ccccc2)c1-n1cccc1)NCc1ccccc1F	110	0.6
O=C(CSc1nncn1-c1ccccc1)c1ccccc1	100	-0.2
CC(=O)c1ccc(NS(=O)(=O)c2ccc(-n3cccn3)cc2)cc1	105	-0.6
Cc1ccccc1OCCN1CCNC1=S	98	-1
CC1CC(=S)Nc2ccccc2S1 (stereo not given)	102	0.2
